S-ASM inh = blocks human secretory acid sphingomyelinase; P17405; placental ASM, HMU-PC fluorogenic substrate, 60 min; Potency, µM (top dose mostly 57.5 µM), for the others: at the top dose activity change, negative = inhibition, usual class: inhibitors; 340,000 tested, 0.006% active; AID 504937; further: potency means the concentration at half of the fitted maximal effect
Target sequence (P17405 47-631 limits assumed): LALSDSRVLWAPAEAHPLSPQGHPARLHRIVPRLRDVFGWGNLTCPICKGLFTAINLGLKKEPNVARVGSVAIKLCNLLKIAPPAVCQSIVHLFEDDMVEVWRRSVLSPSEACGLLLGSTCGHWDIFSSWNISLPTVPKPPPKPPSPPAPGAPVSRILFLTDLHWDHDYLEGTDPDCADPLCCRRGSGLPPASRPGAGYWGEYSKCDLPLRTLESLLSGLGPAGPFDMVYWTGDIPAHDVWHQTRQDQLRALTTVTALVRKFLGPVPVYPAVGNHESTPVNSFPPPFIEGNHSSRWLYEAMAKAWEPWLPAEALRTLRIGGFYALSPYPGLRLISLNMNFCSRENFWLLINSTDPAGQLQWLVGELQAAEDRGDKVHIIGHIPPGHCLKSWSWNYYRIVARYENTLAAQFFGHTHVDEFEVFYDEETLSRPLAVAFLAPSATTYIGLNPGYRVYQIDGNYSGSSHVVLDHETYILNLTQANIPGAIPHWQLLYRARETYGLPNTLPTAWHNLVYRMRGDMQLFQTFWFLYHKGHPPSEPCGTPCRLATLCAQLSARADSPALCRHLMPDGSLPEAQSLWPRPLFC
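Human placenta-derived ASM preincubated with compound 10 min at room temperature, then reacted with 9 uM (final) fluorogenic HMU-PC substrate for 60 min at 37 C. Stop solution raises pH to 10; fluorescence read at Ex 386/Em 447 nm.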
ELG1 genotox = induces genotoxicity in HEK293T cells with luciferase-tagged ELG1; HEK293T ELG1-luciferase reporter, luminescence, 16 h; Potency, µM (doses to about 46 µM), inactives show at the highest dose activity change, positive = activation, actives largely listed as activators; 330,000 tested, 1.3% active; further: potency means the concentration at half of the fitted maximal effect; % of control where 0% means no effect; nearly all actives have a fitted effect of over 60% in size
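DMSO vehicle served as control against compound-treated ELG1-luciferase HEK293T cells; exposure lasted 16 hr at 37 °C and 5% CO2, followed by ONE-Glo luminescence detection after 30 min.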
uPA generation = cell surface uPA generation inhibition; cell surface uPA generation assay, qHTS; Potency, µM (titrated, usually from 38.3 µM), for inactives: at the highest dose activity change, negative = inhibition, actives largely listed as inhibitors; 330,000 tested, 0.31% active; active means well fitted inhibition curve with a large enough effect; inconclusive means small, poorly fitted or top-dose-only effect; inactive means no such curve, though single readings can be large or run the other way; tested in mouse RAW 264.7 cells; further: potency means the concentration at half of the fitted maximal effect; on the % scale 0 is the no-effect control and ±100 the full control effect; nearly all actives have a fitted effect of over 55% in size
TRPV1 agonist = activates the human vanilloid receptor TRPV1 | Q8NER1 | TRPV1-expressing cells, Fluo-8 calcium influx, agonist mode | activation, % at 8.33 µM | 320,000 tested, 0.19% active; in the data active means activation above about 80%; inconclusive means between about 30% and that limit; further: 0% is about no effect
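TRPV1-expressing cells were cultured overnight at 35.5C and loaded with Fluo-8 calcium dye for 40 to 90 min at room temperature. After a 10 s baseline, compound was added and calcium influx was read kinetically for 3 min (ex 480/em 520 nm).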
B2AR arrestin = recruits beta-arrestin to the human beta2-adrenergic receptor | beta-arrestin recruitment to beta2AR, cell-based reporter | Potency, µM (series often up to 46.1 µM), for inactives: at the top dose activation, usual class: activators | 330,000 tested, 0.02% active;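 further: potency means the concentration at half of the fitted maximal effect; 0% = DMSO controls and full agonism = EC100 isoproterenol or metaproterenol; nearly all actives have a fitted effect of over 65% in size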
USP2a inh = USP2a (human) protease inhibition. O75604. USP2 core, Ub-CHOP2 coupled fluorogenic reporter, 485/531. Potency, µM (highest dose often 38.3 µM), for the others: top-dose activity change, negative = inhibition, actives largely listed as inhibitors. 330,000 tested, 0.01% active;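 further: potency means the concentration at half of the fitted maximal effect; plate controls were DMSO wells for no effect and full inhibition by NEM control for full effect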
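USP2 core (10nM final) preincubated 30min RT with compound in 20mM Tris-HCl pH 8.0, 2mM CaCl2, 2mM beta-mercaptoethanol, 0.05% CHAPS; 25nM Ub-CHOP2 plus 25nM reporter substrate added, fluorescence (Ex485/Em531) read after 60min.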
BRCA1 expr act = increases BRCA1 expression. Potency, µM (top dose mostly 46.1 µM), for the others: top-dose activation, usual class: activators. MCF7-BRCA1-FFLuc reporter, luminescence, 48 h; response scale: scaled: vehicle 0%, 10 µM genistein 100%. 380,000 tested, 1.1% active. AID 624202; further: potency means the concentration at half of the fitted maximal effect; nearly all actives have a fitted effect of over 80% in size; some results filed as inactive show a strong effect at the top dose
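Cells: MCF7-BRCA1-FFLuc, 2000/well. Exposure: 48 h, 37 °C, 5% CO2. Read: luminescence, 15 min post-substrate. Controls: genistein 10 microM (maximal activation), DMSO (neutral).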
p53 reactivator = mutant p53 re-activation in reporter cells | H1299 p53-A138V BP100-luciferase reporter, luminescence, 24 h | Potency, µM (doses to about 92.2 µM), inactives show top-dose activity change, positive = activation, actives largely listed as activators | 320,000 tested, 0.063% active; further: potency means the concentration at half of the fitted maximal effect; % of control where 0% means no effect; nearly all actives have a fitted effect of over 45% in size
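H1299 (p53-null), stable ts p53-A138V + BP100-Luc; 1000 cells/well, Opti-MEM/10% FBS; cpd 4 pt, 1:5; 24 h, 37 deg C, 5% CO2; detection reagent 10 min RT; luminescence.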
Integrin act MD = activates integrin-mediated alleviation for muscular dystrophy; AID 624291; 350,000 tested, 0.064% active; alpha7betagal myoblasts, beta-gal FDG fluorescence, 48 h; Potency, µM (series often up to 38.3 µM), for inactives: at the top dose activation, actives largely listed as activators;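 further: potency means the concentration at half of the fitted maximal effect; 100% = response of the positive control SU9516; nearly all actives have a fitted effect of over 60% in size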
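Alpha7betagal+/- myoblasts (passage 13) were plated 16-24 hr, then exposed to compounds (1:260 dilution of DMSO stock) for 48 hours at 37C. After MPER lysis, β-galactosidase reporter activity was read as FDG fluorescence (ex 480/em 540) after 30 minutes.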
Eya2 inh = Eya2 (human) phosphatase inhibition; recombinant Eya2, OMFP fluorescence dephosphorylation (OMFP is methylfluorescein phosphate); O00167; 330,000 tested, 0.006% active; Potency, µM (top dose mostly 76.9 µM), for the others: at the highest dose activity, negative = inhibition, most hits filed as inhibitors; AID 488837; further: potency means the concentration at half of the fitted maximal effect; on the % scale 0 is the no-effect control and ±100 the full control effect
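Eya2 (0.2 uM) preincubated 10 min at ambient with compound, then OMFP substrate added at 50 uM; 10 min reaction in 50 mM HEPES pH 7.5, 50 mM NaCl, 5 uM MgCl2, 0.05% BSA, 1 mM DTT. Fluorescence read at Ex 485/Em 525 nm.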
PTAP TSG101 blk = blocks PTAP/TSG101 interaction to inhibit HIV-1 budding; AID 493005; Fluorescence polarization, FITC-PTAP peptide / Tsg101 binding; 340,000 tested, under 10 active; Potency, µM (series often up to 115 µM), without a hit: at the top dose activity change, negative = inhibition, usual class: inhibitors; Q99816; active means well fitted inhibition curve with a large enough effect in the main read-out, with a control signal flat, not every such curve was filed as active; inconclusive means small, poorly fitted or top-dose-only effect, or effect the other way, or a change in a side signal; inactive means no such curve, though single readings can be large or run the other way; further: potency means the concentration at half of the fitted maximal effect; % of control where 0% means no effect
Target sequence (Q99816 whole entry, looked up): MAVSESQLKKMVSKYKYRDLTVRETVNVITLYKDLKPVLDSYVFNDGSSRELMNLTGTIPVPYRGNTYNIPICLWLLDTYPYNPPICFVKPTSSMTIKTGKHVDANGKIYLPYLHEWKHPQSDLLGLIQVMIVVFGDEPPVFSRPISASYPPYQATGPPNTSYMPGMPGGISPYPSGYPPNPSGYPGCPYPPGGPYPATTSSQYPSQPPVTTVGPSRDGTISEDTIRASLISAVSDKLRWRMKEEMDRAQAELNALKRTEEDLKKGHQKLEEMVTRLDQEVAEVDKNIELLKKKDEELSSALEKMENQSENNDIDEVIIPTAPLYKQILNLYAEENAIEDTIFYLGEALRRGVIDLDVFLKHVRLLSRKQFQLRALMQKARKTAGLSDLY
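Compounds were pin-transferred onto Tsg101 binding domain (10 uM final) in HEPES pH 7.5 buffer, then FITC-PTAP peptide was added at 50 nM final. After 20 min at RT, polarization reported peptide displacement across a qHTS concentration series.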
The depositor's hits bear a star; [ ] = another dose, or the depositor's remark. Unless noted, the call rests on the fitted dose curve; in most records, active means well fitted curve in the direction sought with a large enough effect; inconclusive means small, poorly fitted or top-dose-only effect, or another doubt; inactive means no such curve, though single readings can be large; an effect the other way counts as inactive or inconclusive.

Screening CC(=O)c1cccc(S(=O)(=O)N2CCC(C(=O)N(C)Cc3ccc(Cl)s3)CC2)c1 returned S-ASM inh -8%, ELG1 genotox -5%, uPA generation 7%, TRPV1 agonist -7, B2AR arrestin 0.0%, USP2a inh 0%, BRCA1 expr act 0%, p53 reactivator -6%, Integrin act MD 24%, Eya2 inh 0% and PTAP TSG101 blk -13%.
`COC(=O)c1c(NC(C)=O)sc2c1CCN(Cc1ccccc1)C2` gave S-ASM inh 43%[activator], ELG1 genotox -2%, uPA generation 1%, TRPV1 agonist -1, B2AR arrestin 0.0%, USP2a inh -1%, BRCA1 expr act -25%, p53 reactivator 13%, Integrin act MD -25%, Eya2 inh -9% and PTAP TSG101 blk 0%.
O=C(CSc1cn(CCNC(=O)c2ccccc2F)c2ccccc12)NCC1CCCO1 (stereo not drawn) was read as S-ASM inh 0%, ELG1 genotox -18%, uPA generation -3%, TRPV1 agonist 0, B2AR arrestin -0.1%, USP2a inh 4%, BRCA1 expr act -27%, p53 reactivator 2%, Integrin act MD -9%, Eya2 inh -7% and PTAP TSG101 blk -2%.
Screening CSc1ccc(C2NC(=O)CCC2[N+](=O)[O-])cc1 (stereo not drawn) returned S-ASM inh -2%, ELG1 genotox -1%, uPA generation -11%, TRPV1 agonist -2, B2AR arrestin -0.2%, USP2a inh -2%, BRCA1 expr act -5%, p53 reactivator -3%, Integrin act MD 0%, Eya2 inh 6% and PTAP TSG101 blk -1%.
O=C1C2CCCN2C(=O)N1CCN1CCN(CCO)CC1 (stereo not drawn) was read as S-ASM inh 5%, ELG1 genotox -3%, uPA generation 2%, TRPV1 agonist -4, B2AR arrestin -0.4%, USP2a inh 2%, BRCA1 expr act -2%, p53 reactivator 5%, Integrin act MD -13%, Eya2 inh 0% and PTAP TSG101 blk -3%.
Screening Cc1sc2ncnc(N3CCC(C(=O)Oc4cccc(Cl)c4Cl)CC3)c2c1C returned S-ASM inh -18%, ELG1 genotox -5%, uPA generation 0%, TRPV1 agonist 3, B2AR arrestin 0.5%, USP2a inh -10%, BRCA1 expr act -22%, p53 reactivator -4%, Integrin act MD 11%, Eya2 inh -4% and PTAP TSG101 blk 1%.
`Cc1ccc(S(=O)(=O)Nc2ccc(C(=O)OCC(=O)N(CCC#N)c3ccccc3)cc2)cc1C` gave S-ASM inh -1%, ELG1 genotox 2%, uPA generation 2%, TRPV1 agonist -4, B2AR arrestin -1.9%, USP2a inh 5%, BRCA1 expr act -2%, p53 reactivator -6%, Integrin act MD 22%, Eya2 inh -6% and PTAP TSG101 blk -9%.
Screening Cc1cc(NC(=O)/C=C/C(=O)N(CC(=O)NC2CCCC2)c2cccc3ccccc23)no1 returned S-ASM inh 6%, ELG1 genotox -6%, uPA generation 1%, TRPV1 agonist 12, B2AR arrestin -0.1%, USP2a inh 1%, BRCA1 expr act 1%, p53 reactivator -6%, Integrin act MD -10%, Eya2 inh 12% and PTAP TSG101 blk 0%.
`CCc1cc2cc(C(=O)N3CCN(Cc4ccccc4)CC3)sc2s1` gave S-ASM inh -3%, uPA generation 3%, TRPV1 agonist -2, BRCA1 expr act 19%, Integrin act MD 16% and PTAP TSG101 blk 0%.
`COc1ccc(C2=NOC3(CC(=O)N(c4ccc(F)cc4)C3=O)C2)c(OC)c1` (stereo not drawn) gave S-ASM inh 2%, ELG1 genotox 0%, TRPV1 agonist 4, B2AR arrestin -0.2%, USP2a inh 3%, BRCA1 expr act 4%, p53 reactivator 0%, Integrin act MD 6%, Eya2 inh -19% and PTAP TSG101 blk -5%.
`COc1cc(/C=C/c2ccc3c([N+](=O)[O-])cccc3n2)ccc1OCC(=O)O` gave S-ASM inh 20%, ELG1 genotox 2%, uPA generation -23%, TRPV1 agonist 0, B2AR arrestin -0.1%, USP2a inh 10%, BRCA1 expr act 47%, p53 reactivator 1%, Integrin act MD 20%, Eya2 inh 1% and PTAP TSG101 blk 1%.
Cc1nn2c(NCc3cccnc3)c3c(nc2c1-c1ccccc1)CCC3 was read as S-ASM inh -1%, ELG1 genotox -4%, uPA generation -2%, TRPV1 agonist 5, B2AR arrestin -0.4%, USP2a inh 8%, BRCA1 expr act -25%, p53 reactivator -7%, Integrin act MD 19%, Eya2 inh 17% and PTAP TSG101 blk -2%.
Screening Cc1cccc(C)c1NC(=O)CN(C)C(=O)C1CC1C (stereo not drawn) returned S-ASM inh 0%, ELG1 genotox 1%, uPA generation -10%, TRPV1 agonist 1, B2AR arrestin 0.4%, USP2a inh 0%, BRCA1 expr act 3%, p53 reactivator -8%, Integrin act MD inconclusive, Eya2 inh -11% and PTAP TSG101 blk 0%.
COc1ccc(S(=O)(=O)N2CCC(C(=O)Oc3ccc(C)cc3)CC2)cc1OC was read as S-ASM inh -3%, ELG1 genotox 7%, uPA generation -3%, TRPV1 agonist 9, B2AR arrestin 0.1%, USP2a inh 1%, BRCA1 expr act 8%, p53 reactivator -1%, Integrin act MD -1%, Eya2 inh -22% and PTAP TSG101 blk -5%.
CCC(=O)Nc1cccc(C2=NOC3(C2)C[C@@H](C(N)=O)N(C(=O)CC)C3)c1 (stereo partly drawn) was read as S-ASM inh -2%, ELG1 genotox 3%, uPA generation 20%, TRPV1 agonist -1, B2AR arrestin -0.8%, USP2a inh 0%, BRCA1 expr act -4%, p53 reactivator -1%, Integrin act MD -2%, Eya2 inh 3% and PTAP TSG101 blk -2%.
Screening COc1ccc(OC)c(NC(=O)CSc2nc(N)c(-c3ccccc3)c(=O)[nH]2)c1 returned S-ASM inh -2%, ELG1 genotox -3%, uPA generation 4%, TRPV1 agonist 25, B2AR arrestin -0.6%, USP2a inh 0%, BRCA1 expr act 11%, p53 reactivator -9%, Integrin act MD -5%, Eya2 inh 2% and PTAP TSG101 blk 2%.
`CCOC(=O)N1CCN(S(=O)(=O)c2ccc(C(=O)Nc3nnc(CSC)o3)cc2)CC1` gave S-ASM inh 1%, ELG1 genotox -2%, uPA generation -6%, TRPV1 agonist 0, B2AR arrestin -0.8%, USP2a inh 0%, BRCA1 expr act 0%, p53 reactivator 0%, Integrin act MD 1%, Eya2 inh -4% and PTAP TSG101 blk -2%.
For O=C(c1ccc(F)cc1)N1C2CCC1CC(O)(c1ccc(F)cc1)C2 (stereo not drawn) the results were S-ASM inh 2%, ELG1 genotox -1%, uPA generation 0%, TRPV1 agonist -1, B2AR arrestin -0.3%, USP2a inh 0%, BRCA1 expr act -20%, p53 reactivator -1%, Integrin act MD 12%, Eya2 inh -13% and PTAP TSG101 blk -10%.
For O=C(c1cc2cc(Cl)ccc2[nH]1)N1CCCCC1 the results were S-ASM inh -11%, ELG1 genotox 7%, uPA generation 3%, TRPV1 agonist 11, B2AR arrestin -0.2%, USP2a inh -1%, BRCA1 expr act 91%, p53 reactivator -2%, Integrin act MD inconclusive, Eya2 inh 5% and PTAP TSG101 blk -10%.
COc1cc2oc(=O)cc(C)c2c(OC)c1OC was read as S-ASM inh 3%, ELG1 genotox 1%, uPA generation 3%, TRPV1 agonist -1, B2AR arrestin 0.3%, USP2a inh 2%, BRCA1 expr act 5%, p53 reactivator -12%, Integrin act MD inconclusive, Eya2 inh -3% and PTAP TSG101 blk -4%.
Screening COc1cc(/C=N/Nc2nc3ccccc3[nH]c2=O)ccc1O returned S-ASM inh 2%, ELG1 genotox -3%, uPA generation 4%, TRPV1 agonist -3, B2AR arrestin 3.2%, USP2a inh 0%, BRCA1 expr act -1%, p53 reactivator 1%, Integrin act MD 2%, Eya2 inh 4% and PTAP TSG101 blk 2%.
COc1cccc2sc(N(CCCN(C)C)C(=O)COc3ccc(Cl)cc3)nc12 was read as S-ASM inh -9%, ELG1 genotox -3%, uPA generation -11%, TRPV1 agonist -1, B2AR arrestin 0.0%, USP2a inh 2%, BRCA1 expr act -8%, p53 reactivator -4%, Integrin act MD 13%, Eya2 inh -10% and PTAP TSG101 blk -1%.
For Cc1cc(NC(=O)CCC(=O)N(Cc2ccco2)C(C(=O)NC2CCCCC2)c2ccccc2)no1 (stereo not drawn) the results were S-ASM inh -2%, ELG1 genotox -2%, uPA generation 8%, TRPV1 agonist 3, B2AR arrestin -0.4%, USP2a inh 1%, BRCA1 expr act -21%, p53 reactivator 5%, Integrin act MD -15%, Eya2 inh -8% and PTAP TSG101 blk 10%.

Screens from PubChem BioAssay.
